D2 ag: D2 dopamine receptor (human) agonism | AID 485358 | activation, % at 2 µM | actives 0.53% (n = 340,000) | HEK293 T-REx D2 cells, calcium flux agonist mode;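 active = activation over 3 SD above normal in the single-dose calcium agonist read, cut at about 30% in these data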; also: 0% is about no effect
Target sequence (P14416 whole entry, looked up): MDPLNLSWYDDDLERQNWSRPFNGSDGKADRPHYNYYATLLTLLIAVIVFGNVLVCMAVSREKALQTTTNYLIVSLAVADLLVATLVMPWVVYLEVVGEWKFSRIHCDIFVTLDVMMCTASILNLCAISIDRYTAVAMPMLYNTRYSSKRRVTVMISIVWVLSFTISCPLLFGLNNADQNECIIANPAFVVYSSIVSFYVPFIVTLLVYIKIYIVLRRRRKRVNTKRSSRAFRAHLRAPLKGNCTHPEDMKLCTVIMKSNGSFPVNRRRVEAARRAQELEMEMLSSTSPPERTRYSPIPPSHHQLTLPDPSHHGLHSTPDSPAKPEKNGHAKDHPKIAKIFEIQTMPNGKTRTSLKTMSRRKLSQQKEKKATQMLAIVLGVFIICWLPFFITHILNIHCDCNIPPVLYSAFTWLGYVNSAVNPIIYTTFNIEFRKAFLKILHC
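Tetracycline-induced HEK293 Trex cells with D2 receptor force-coupled to calcium signaling, plated overnight at 30 C and loaded with no-wash calcium dye. Calcium flux read kinetically for 180 s after compound addition; responses flag agonists.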
D2 PAM: D2 dopamine receptor (human) potentiation | P14416 | HEK293 T-REx D2, calcium flux, EC20 dopamine potentiation | potentiation, % at 10 µM | actives 0.34% (n = 340,000);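 active = potentiation over 3 SD above the plate norm, cut at about 30% in these data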; also: 0% is about no effect
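Tetracycline-induced Hek293 Trex D2 cells, force-coupled to calcium, loaded with no-wash calcium dye. Compound added with 180 s kinetic read for agonism, then EC20 dopamine and a further 180 s read for potentiation.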
D1 antagonist: antagonists of human D1 dopamine receptor. P21728. HEK293 TREx D1 cells, calcium flux, dopamine EC80; stronger effect = lower value. actives 3.2% (n = 360,000). activity change, negative = inhibition, % at 10 µM; in the data active = activity change below about -30%; also: % is scaled to controls: 0 for no effect and ±100 for the full control effect
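Inducible Hek293 Trex D1 cells (tetracycline, overnight, 30 C). Calcium dye 30–90 min RT. Antagonist mode: EC80 dopamine added after 180 s compound read.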
D1 agonist: human D1 receptor agonism. P21728. AID 504660. actives 1% (n = 360,000). activation, % at 2 µM. HEK293 T-REx D1 cells, calcium flux, agonist mode; also: 0% is about no effect
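Agonism was scored from calcium flux recorded over 180 s (1 read/s) after pintool compound addition, following a 10-cycle baseline. Cells were inducible force-coupled HEK293 TREx D1, plated overnight at 30 C and loaded with no-wash calcium dye.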
D2 antag: D2 dopamine receptor (human) antagonism | AID 485344 | P14416 | HEK293 TREx D2 cells, calcium flux, dopamine EC80 | actives 2% (n = 340,000) | inhibition, % at 10 µM; in the data active = inhibition above about 30%; also: 0% is about no effect
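Calcium flux kinetic readout in an inducible HEK293 TREx D2 line plated overnight at 30 C. After 180 s compound exposure, an EC80 dopamine challenge follows with another 180 s kinetic read to detect antagonism.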
TRHR enhancer: allosteric enhancers of human TRH receptor; actives 0.66% (n = 360,000); enhancement, % at 2 µM; AID 493056; TRHR cells, fluo-8 calcium fluorescence, EC20 TRH enhancement; in the data active = enhancement above about 30%; also: 0% is about no effect
Target sequence (P34981 whole entry, looked up): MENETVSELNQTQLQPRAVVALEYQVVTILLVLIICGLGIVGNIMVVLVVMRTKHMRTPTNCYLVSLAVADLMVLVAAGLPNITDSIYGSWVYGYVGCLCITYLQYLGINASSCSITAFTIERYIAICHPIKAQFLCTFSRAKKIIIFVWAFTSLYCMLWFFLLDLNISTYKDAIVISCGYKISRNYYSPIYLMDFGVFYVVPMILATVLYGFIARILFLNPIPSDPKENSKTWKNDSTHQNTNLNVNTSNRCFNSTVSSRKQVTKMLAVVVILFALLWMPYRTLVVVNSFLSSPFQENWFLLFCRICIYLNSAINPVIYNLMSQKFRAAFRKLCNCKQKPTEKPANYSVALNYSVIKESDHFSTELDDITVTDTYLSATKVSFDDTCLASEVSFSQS
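Enhancer read-out: after compound pinning and an initial kinetic agonist-mode read, an EC20 of TRH (10 nM final) was injected and fluo-8 calcium signal (Ex 480/Em 530) followed at 1 s/cycle for 100 cycles in TRHR-expressing cells.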
RXFP1 antagonist: blocks the human relaxin receptor RXFP1; Q9HBX9; HEK293-RXFP1, relaxin-stimulated cAMP HTRF, 30 min; stronger effect = lower value; activity change, negative = inhibition, % at 57.5 µM; actives 0.59% (n = 350,000); AID 1259400;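 active = activity change of -60% or lower, but not beyond a set lower limit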; also: % is scaled to controls: 0 for no effect and ±100 for the full control effect
TRHR ag: TRH receptor (human) agonism; P34981; TRHR cells, calcium flux fluo-8, FDSS agonist mode; activation, % at 2 µM; actives 0.18% (n = 360,000); also: 0% is about no effect
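TRHR-expressing cells, plated overnight in medium with 10% serum, were loaded with fluo-8 calcium dye at room temperature. After a 10 s baseline, library compound was pin-added and calcium release was recorded kinetically (ex 480/em 530) as agonist response.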
D1 PAM: enhances dopamine response at the human D1 receptor | potentiation, % at 10 µM | HEK293 TREx D1 cells, calcium flux, dopamine EC20 potentiation | actives 0.036% (n = 360,000) | P21728; in the data active = potentiation above about 30%; also: 0% is about no effect
* marks the source's active call; other numbers are inactive results; . = not tested or not shown. Rule as the data show it, unless noted: active = activation above about 30%; inactive = the rest.

The opening 4 compounds, to show the layout:
SMILES	D2 ag	D2 PAM	D1 antagonist	D1 agonist	D2 antag	TRHR enhancer	RXFP1 antagonist	TRHR ag	D1 PAM
[O-][n+]1cccc(C(O)c2ccccc2)c1 (stereo not drawn)	0.8	-1.0	-7.2	1.8	9.9	26.9	-0.7	-0.1	12.6
Cc1ccnc(NC(=O)c2ccc(N3C(=O)CCC3=O)cc2)c1	0.3	0.7	-24.4	4.3	-6.7	9.6	4.9	-1.8	-6.7
Cc1oc2c(c1C(=O)NCc1ccccc1)CCCC2	0.2	-4.8	5.9	1.0	-14.7	0.0	-6.4	0.2	-0.7
CCOC(=O)c1c(NC(=O)CSc2n[nH]c(N)n2)sc(CC)c1C	0.7	6.7	17.2	0.4	1.5	-32.8	1.1	0.5	4.8

The whole of this part, from the start:
SMILES	D2 ag	D2 PAM	D1 antagonist	D1 agonist	D2 antag	TRHR enhancer	RXFP1 antagonist	TRHR ag	D1 PAM
[O-][n+]1cccc(C(O)c2ccccc2)c1 (stereo not drawn)	0.8	-1.0	-7.2	1.8	9.9	26.9	-0.7	-0.1	12.6
Cc1ccnc(NC(=O)c2ccc(N3C(=O)CCC3=O)cc2)c1	0.3	0.7	-24.4	4.3	-6.7	9.6	4.9	-1.8	-6.7
Cc1oc2c(c1C(=O)NCc1ccccc1)CCCC2	0.2	-4.8	5.9	1.0	-14.7	0.0	-6.4	0.2	-0.7
CCOC(=O)c1c(NC(=O)CSc2n[nH]c(N)n2)sc(CC)c1C	0.7	6.7	17.2	0.4	1.5	-32.8	1.1	0.5	4.8
O=C(O)CC1(CC(=O)Nc2cccc(C(=O)O)c2)CCCC1	1.1	-1.8	3.9	2.2	-11.6	10.1	0.4	1.4	-4.8
CCCc1nn(-c2ccccc2)c2c1C(c1cccs1)C(C#N)=C(N)O2 (stereo not drawn)	-0.8	5.4	-2.2	6.8	-17.4	1.1	2.3	1.6	-4.6
CC(C)NC(=O)CN1C(=O)NC(CCc2ccccc2)C1=O (stereo not drawn)	0.0	2.7	10.7	1.3	-4.9	-1.6	4.7	0.0	0.1
CCOc1ccc(CC(=O)Nc2c(C(=O)c3ccc(C)cc3)oc3ccccc23)cc1OCC	-0.2	13.7	1.7	1.3	.	-13.8	.	1.3	-5.2
CC(=O)N(C)c1ccc(NC(=O)COc2ccc(Br)cc2C)cc1	-0.3	-8.0	-54.7*	17.4	4.7	0.4	2.5	0.0	-8.2
O=C(O)CCSCc1ccccc1F	-0.1	-0.8	-2.1	1.4	-15.5	2.8	-1.7	0.6	-3.6
CC(C)(C)NC(=O)C(c1ccccc1)N(C(=O)c1ccco1)C1CC1 (stereo not drawn)	.	.	-13.6	-0.6	.	-3.8	-12.8	-0.6	-4.8
Nc1c(C(=O)NCCc2ccc(Cl)cc2)sc2ccc(S(=O)(=O)N3CCCCC3)cc12	0.7	11.5	10.2	4.2	3.1	18.7	.	0.3	-4.3
COc1ccc(CNC(=O)CNC(=O)c2c(C)nn(C)c2Cl)cc1	0.8	-2.1	15.6	2.1	1.0	-1.1	10.9	0.3	-6.0
Cc1cc(C)c(NC(=O)c2cccc3c2C(=O)N(C2CCCCC2)C3)c(C)c1	-1.2	10.6	14.5	1.6	2.0	2.4	-37.4	-0.5	18.2
CC(C)CN(C(=O)c1ccc(N2CCCC2=O)cc1)c1c(N)n(Cc2ccccc2)c(=O)[nH]c1=O	-0.7	14.1	-1.1	0.5	4.4	-0.2	1.3	1.4	-3.9
O=C(/C=C/c1ccccc1)Nc1ncn[nH]1	0.1	4.4	2.1	1.2	-16.1	-0.1	-7.6	-0.3	-2.7
O=C(Nc1ccc2oc(-c3cccnc3)nc2c1)c1cccnc1	1.0	-2.1	-4.3	1.0	3.7	-8.2	-29.3	0.2	-1.8
CCC(C)NC(=O)Nc1ccc(Br)cc1Cl (stereo not drawn)	1.2	2.3	2.0	-0.7	-13.4	-5.3	6.1	0.0	-5.6
COc1ccc(NC(=O)CN2C(=O)CSC(C)C2=O)c(OC)c1 (stereo not drawn)	-1.5	6.2	5.6	-1.8	-1.4	11.4	8.6	0.6	-6.0
O=C(Cc1ccccc1)NCC(=O)N1CCN(c2ccccc2F)CC1	-1.4	17.1	-14.1	3.2	1.8	9.4	2.3	-0.2	6.4
O=C(O)CC1S/C(=N\N=C2CCCCCCC2)N(c2ccccc2)C1=O (stereo not drawn)	0.0	1.2	13.4	-0.2	-2.9	9.0	5.3	0.4	4.6
Cc1cc(C)n(-c2nc(C)nc(NCc3ccccc3)n2)n1	2.8	0.9	4.5	1.7	6.6	0.7	-5.6	3.2	5.8
CCOc1ccc(NC(=O)N2CCC(NC(=O)C(Cc3ccc(OC)c(OC)c3)NC(C)=O)CC2)cc1 (stereo not drawn)	0.1	-7.6	-7.2	3.9	3.9	-7.0	-17.8	0.0	1.9
Cc1cc(C)nc(SC2CCCCC2O)n1 (stereo not drawn)	-0.6	1.3	-13.4	3.5	2.8	-3.1	-9.1	0.2	-10.7
CCN(CC)CCN(C(=O)c1cc2ccccc2cc1OC)c1nc2ccc(F)cc2s1	0.9	-17.6	12.8	2.6	26.0	11.7	-10.5	0.4	-3.7
COC(=O)c1ccc(OCCN2C3=NCCN3c3ccccc32)cc1	1.1	-21.3	-9.6	5.9	14.9	0.0	-4.5	1.3	-6.0
NC(=O)COc1ccc2oc(-c3ccccc3)cc(=O)c2c1	0.4	3.7	-1.6	2.7	1.1	0.2	2.0	-0.2	2.5
COc1ccccc1NC(=O)c1csc(-n2nc(C)cc2C(F)(F)F)n1	0.3	3.3	0.8	1.1	3.2	-3.3	-1.4	0.1	0.1
Cc1c([N+](=O)[O-])cc(C(=O)Nc2ccc(Cc3ccncc3)cc2)cc1[N+](=O)[O-]	-0.5	-3.1	0.6	16.6	2.4	-3.8	-17.0	-0.1	-3.5
C=CCN(CC=C)S(=O)(=O)c1ccc(C(=O)Nc2nc3c(s2)CCc2ccccc2-3)cc1	0.7	11.3	-2.3	0.7	-10.0	-3.5	-23.6	0.3	12.2

A section from the list above, as a working copy:
SMILES	D2 ag	D2 PAM	D1 antagonist	D1 agonist	D2 antag	TRHR enhancer	RXFP1 antagonist	TRHR ag	D1 PAM
NC(=O)COc1ccc2oc(-c3ccccc3)cc(=O)c2c1	0.4	3.7	-1.6	2.7	1.1	0.2	2.0	-0.2	2.5
COc1ccccc1NC(=O)c1csc(-n2nc(C)cc2C(F)(F)F)n1	0.3	3.3	0.8	1.1	3.2	-3.3	-1.4	0.1	0.1

(list continues)
SMILES	D2 ag	D2 PAM	D1 antagonist	D1 agonist	D2 antag	TRHR enhancer	RXFP1 antagonist	TRHR ag	D1 PAM
O=c1c2ccccc2ncn1-c1ccccc1C(F)(F)F	0.3	12.5	9.1	0.1	-14.6	-7.0	-6.4	-0.1	-6.2
COc1ccc(OC)c(CNn2c(-c3cccc(C)c3)nc3ccccc3c2=O)c1	0.7	-2.2	2.8	1.7	10.8	1.9	7.2	-0.5	-1.1
CCOc1ccc(OCCCC(=O)Nc2cc(Cl)ccc2-n2cncn2)cc1	-0.8	1.6	2.2	0.4	-4.5	9.5	-21.4	-1.0	-2.1
N#C/C(=C\c1cccc(O)c1)c1nc2ccccc2o1	2.6	2.6	11.1	7.2	0.0	-2.6	17.5	1.9	-5.2
O=C1CCCC(O)=C1C=NCCc1ccccc1	-1.3	5.1	8.1	7.0	6.8	2.6	-12.2	-0.2	-2.7
O=C(CC1Oc2ccccc2NC1=O)NCc1ccc(F)cc1 (stereo not drawn)	-0.8	0.2	-2.5	-0.2	.	0.0	.	-1.5	0.8
CC(C)CCOP(=O)(c1ccccc1)c1ccccc1	-1.0	-4.0	0.7	-0.5	-6.3	10.7	-4.7	-0.1	0.9
CCc1ccc2oc(-c3ccc(NC(C)=O)cc3)nc2c1	0.2	15.4	-22.8	8.0	4.5	5.1	-22.5	0.2	-0.3
Cc1cnn(-c2cc(Oc3ccccc3)ncn2)c1	-1.1	-1.3	-2.4	1.6	11.7	1.4	-2.3	-1.3	-2.0
CCN1CCCC1CNC(=O)c1cc([N+](=O)[O-])c(N(C)C)cc1OC (stereo not drawn)	0.2	-38.1	-14.6	-3.4	74.6*	-0.8	-2.9	0.3	-10.7

Entries above that contain a cyano group (two):
SMILES	D2 ag	D2 PAM	D1 antagonist	D1 agonist	D2 antag	TRHR enhancer	RXFP1 antagonist	TRHR ag	D1 PAM
CCCc1nn(-c2ccccc2)c2c1C(c1cccs1)C(C#N)=C(N)O2 (stereo not drawn)	-0.8	5.4	-2.2	6.8	-17.4	1.1	2.3	1.6	-4.6
N#C/C(=C\c1cccc(O)c1)c1nc2ccccc2o1	2.6	2.6	11.1	7.2	0.0	-2.6	17.5	1.9	-5.2

(cont.)
SMILES	D2 ag	D2 PAM	D1 antagonist	D1 agonist	D2 antag	TRHR enhancer	RXFP1 antagonist	TRHR ag	D1 PAM
O=C(CCN1C(=O)c2ccccc2C1=O)N1CCN(c2ccccc2)CC1	0.0	-6.7	-0.8	1.9	-7.0	3.3	-5.8	0.2	-0.2
O=C(CSc1nc2[nH]ncc2c(=O)n1-c1ccccc1Br)NCc1ccco1	-2.3	18.6	-10.7	3.1	5.5	17.7	2.2	-0.1	-1.9
COc1cccc(OCC(O)CN2CCOCC2)c1 (stereo not drawn)	-0.5	10.9	15.3	1.0	1.3	4.4	-6.2	-1.2	-4.0
Cc1nc2ccccc2c2oc(C(=O)N3CCN(c4ccc([N+](=O)[O-])cc4)CC3)cc12	0.3	-1.1	-8.2	1.9	0.6	-5.2	-19.9	0.2	-12.8
CC(Nc1ccc(-c2nc(-c3ccccn3)no2)cc1[N+](=O)[O-])c1ccccc1 (stereo not drawn)	-1.4	-1.3	-5.7	3.6	.	-3.8	.	0.6	3.0
O=C(N=Nc1c(O)[nH]c2ccccc12)c1cccc(S(=O)(=O)N2CCCCC2)c1	0.1	4.2	2.1	0.3	3.0	1.4	5.4	-0.4	-3.9
Cc1cc(C)c2c(N)c(C(=O)N/N=C/c3ccccc3)sc2n1	0.3	-4.6	-6.3	0.9	-4.7	7.5	1.1	0.4	-15.4
COc1ccc(CCNC(=S)NCCc2c[nH]c3ccccc23)cc1	0.0	13.2	5.5	0.5	-13.3	-4.9	8.2	-1.9	-3.0
O=C(NCCc1c[nH]c2ccccc12)C1CCC(=O)N(CCc2cccc(F)c2)C1 (stereo not drawn)	-1.5	-5.7	0.8	4.5	-9.2	-5.6	-2.3	-0.2	-0.1
CSc1ccc(S(=O)(=O)N2CCC(C(=O)Nc3cccnc3)CC2)cc1	.	.	-19.1	-0.2	.	-0.2	8.7	0.2	-2.6
CCOC(=O)C(=NC1CCS(=O)(=O)C1)NNc1ccccc1Cl (stereo not drawn)	.	.	2.8	1.9	.	0.6	-6.3	-0.2	-4.9
COc1ccc(CC(=O)OCCN(C)C)cc1	0.1	-2.8	-3.1	-0.6	-6.8	20.2	-9.0	1.4	-0.5
CCOC(=O)c1cnc2c(OC)cccc2c1NCc1cccnc1	-0.7	2.3	4.3	0.5	8.1	4.6	-8.0	-0.7	1.1
N=c1nc(SCCC(=O)O)ss1	0.4	3.7	-9.4	6.1	14.7	19.3	.	0.5	-8.6
CCOC(=O)N1CCN(C(=O)CCS(=O)(=O)c2ccc3c(c2)CC(C)N3C(=O)CC)CC1 (stereo not drawn)	0.8	4.1	0.1	4.4	0.9	2.0	-91.6*	0.1	7.4
O=C(CNC(=O)c1ccccc1Cl)OC1CCOC1=O (stereo not drawn)	0.7	1.6	-9.8	3.9	28.3	-2.4	0.8	0.5	-3.0

Screening data as filed in PubChem BioAssay.
